Compound activity from PubChem BioAssay.
ERK EGF block: blocks ERK signaling stimulated by EGF; HEK293-V1b, EGF-stimulated phospho-ERK AlphaScreen; Potency, µM (titrated, usually from 11.5 µM), without a hit: top-dose activity change, negative = inhibition, actives largely listed as inhibitors; actives 0.41% (n = 130,000); active = well fitted inhibition curve with a large enough effect; inconclusive = small, poorly fitted or top-dose-only effect, or effect the other way;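 also: plate controls were stimulated vehicle wells for no effect and unstimulated vehicle basal for full effect; nearly all actives have a fitted effect of over 55% in size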
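After overnight plating in 1% FBS, HEK293-V1b cells received test compound for half an hour, then a 5 min pulse of EGF (25 nM); ERK phosphorylation in lysates was read by bead-based AlphaScreen.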
Active calls of the source: *; & = joins results of further samples; [ ] = another dose, or the depositor's remark. Potency is read from the fitted curve at half-maximal effect. A portion of the library; rates above refer to the full screens.

A first look (3 entries):
Screening OC1(c2ccc(Cl)c(Cl)c2)C[n+]2ccccc2N1Cc1ccccc1 (stereo not drawn) returned ERK EGF block -5%[57.5 µM].
Screening COc1ccc(O)c(C(=O)CC(=O)c2ccccc2C)c1 returned ERK EGF block 37%.
`CCOCCn1c(=NC(=O)c2cc3ccccc3oc2=O)sc2cc(S(N)(=O)=O)ccc21` gave ERK EGF block -3%.

The whole of this part, repeating the preview:
Screening OC1(c2ccc(Cl)c(Cl)c2)C[n+]2ccccc2N1Cc1ccccc1 (stereo not drawn) returned ERK EGF block -5%[57.5 µM].
Screening COc1ccc(O)c(C(=O)CC(=O)c2ccccc2C)c1 returned ERK EGF block 37%.
`CCOCCn1c(=NC(=O)c2cc3ccccc3oc2=O)sc2cc(S(N)(=O)=O)ccc21` gave ERK EGF block -3%.
Cn1nc([N+](=O)[O-])nc1N1CCOCC1 was read as ERK EGF block 0%.
`C=CCNC(=S)NNC(=O)c1ccc(OCCCC)cc1` gave ERK EGF block 6%.
For Cc1ccc(-n2ncc3c(SCc4cccnc4)ncnc32)c(C)c1 the results were ERK EGF block -3%.
CN(C)CCCCSC(=N)N was read as ERK EGF block 6%&-17%.
Screening Cc1cc(C)c2[nH]c(O)c(N=NC(=S)NCC3CCCO3)c2c1 (stereo not drawn) returned ERK EGF block 3%.
For CCOC(=O)CNc1nc(Cl)nc(Nc2ccccc2)n1 the results were ERK EGF block 8%.
Cc1cc(NC(=O)c2ccc(C#N)cc2)on1 was read as ERK EGF block -10%[57.5 µM].
Screening CCOc1ccccc1N1CCN(C(=O)c2ccc3[nH]c4c(c3c2)CCCC4)CC1 returned ERK EGF block -1%.
For COc1ccc(C(=O)N2CCC3(CCN(Cc4ccccc4OC)CC3)CC2)cc1 the results were ERK EGF block 6%.
S=C(Nc1ccc(Cl)cc1)c1sc(N2CCCCC2)nc1N1CCOCC1 was read as ERK EGF block -2%.
For O=C(O)Cn1cnc2sc3c(c2c1=O)CCCC3 the results were ERK EGF block -1%.
Screening CC1(c2ccc3ccccc3c2)NC(=O)N(CC(=O)NCc2cccs2)C1=O (stereo not drawn) returned ERK EGF block -7%.
Screening O=C(NCC1CCCO1)C(=O)c1c[nH]c2ccccc12 (stereo not drawn) returned ERK EGF block -1%.
CSC(=S)N/N=C/c1ccc(N(C)C)cc1 was read as ERK EGF block 0%.
Screening N#C/C(=C(/O)CO/N=C/c1ccccc1Cl)c1nc2ccccc2[nH]1 returned ERK EGF block -1%[57.5 µM].
For COc1ccc(S(=O)(=O)NNC(=O)C2CC(c3cccnc3)=NO2)cc1 (stereo not drawn) the results were ERK EGF block -13%.
For O=C1N=C(N2CCCC2)S/C1=C\c1ccccc1 the results were ERK EGF block -3%.
OCC1(Cc2ccc(Cl)cc2)CCN(Cc2ccc(Oc3ncccn3)cc2)CC1 was read as ERK EGF block 10%.
Screening COc1ccc([C@@H]2C[C@H](c3ccccc3)Oc3cc(OC)c(OC)c(OC)c32)cc1 returned ERK EGF block -2%[57.5 µM].
CC1CCCC(C)N1C(=O)COC(=O)C(Cc1ccccc1)NC(=O)c1cccs1 (stereo not drawn) was read as ERK EGF block 2%.
N#C/C(=C\c1ccc(Cl)c([N+](=O)[O-])c1)c1ccccn1 was read as ERK EGF block inconclusive.
For Oc1cccc(/C=N/N(Cc2ccccc2)c2ccccc2)c1 the results were ERK EGF block 5%.
CCN(C(=O)CN1c2ccccc2CC1C)c1c(N)n(Cc2ccccc2)c(=O)[nH]c1=O (stereo not drawn) was read as ERK EGF block 5%.
`O=C(Nc1cccc(F)c1)NC1CCN(Cc2ccccc2)CC1` gave ERK EGF block 8%.
COc1ccc(/C=C(\C#N)C(=O)Nc2cc(S(=O)(=O)N3CCOCC3)ccc2N2CCCC2)cc1 was read as ERK EGF block 8%.
For Cc1ccccc1/C=N/Nc1nc2ccccc2c(=O)n1O the results were ERK EGF block 4%[57.5 µM].
Screening CC(OC(=O)CC(NC(=O)c1ccccc1Cl)c1ccccc1)C(=O)Nc1cccc(Cl)c1Cl (stereo not drawn) returned ERK EGF block -2%.
CNC(=O)[C@H](C)[C@@H]1C[C@@]1(C)[C@@H](NC(=O)OCc1ccccc1)c1ccccc1 was read as ERK EGF block 6%&2%.
`CN(C)CC[C@H](c1ccc(Cl)cc1)c1ccccn1` gave ERK EGF block -6%[25.7 µM].
Screening CCCOc1cc(C)c(S(=O)(=O)NC2CC(C)(C)NC(C)(C)C2)cc1C returned ERK EGF block -9%.
For O=C1CC[C@@H](CN(Cc2ccccn2)Cc2nc(Cc3ccccc3)no2)N1 the results were ERK EGF block -9%[57.5 µM].
O=C(O)C(Cc1c[nH]c2ccccc12)NS(=O)(=O)c1ccc(Cl)cc1 (stereo not drawn) was read as ERK EGF block 26%.
For CCOC(=O)Cn1c(=NC(=O)CC)sc2c(C)cc(C)cc21 the results were ERK EGF block 1%[57.5 µM].
`CCCn1c(=O)c2[nH]cnc2n(-c2ccc(Cl)cc2)c1=O` gave ERK EGF block -7%[57.5 µM].
For O=C(COC(=O)/C=C/c1ccc(S(=O)(=O)N2CCOCC2)cc1)NC1CCCCCCC1 the results were ERK EGF block 2%[57.5 µM].
For O=C(COc1ccccc1)NCC(=O)Nc1cccc(S(=O)(=O)NC2=NCCC2)c1 the results were ERK EGF block -4%.
For CC(C)(C)C(=O)Nc1ccc(C(=O)N/N=C/c2ccccc2OC(=O)c2ccc(Cl)cc2)cc1 the results were ERK EGF block 14%.
`Cc1cccc(N)c1-c1c(C)cccc1N` gave ERK EGF block -15%.
For CCC(C)c1ccc(NC(=S)Nc2ccc(OC)cc2C)cc1 (stereo not drawn) the results were ERK EGF block 0%.
Screening O=C1N/C(=C/c2ccc(N3CCCC3)cc2)C(=O)N1c1ccccc1 returned ERK EGF block -1%.
`CC(C)(C)C(=O)Nc1ccc(C(=O)NNC(=O)c2ccccc2)cc1` gave ERK EGF block 1%.
For COC(=O)c1ccccc1SC1CC(=O)N(c2ccccc2)C1=O (stereo not drawn) the results were ERK EGF block 7%.
Screening CCCn1c(SCC(=O)Nc2ccc(Cl)cc2)n[nH]c1=O returned ERK EGF block 3%.
`CCOC(=O)CN1N=C(c2ccc(Cl)s2)CSC1=O` gave ERK EGF block 2%.
For Cc1c([N+](=O)[O-])cc(C(=O)Oc2cccc(C(=S)N3CCOCC3)c2)cc1[N+](=O)[O-] the results were ERK EGF block -2%.
Screening CCN(CC)CCCN(Cc1cc2cc3c(cc2[nH]c1=O)OCO3)C(=S)Nc1ccccc1 returned ERK EGF block 1%.
`COc1ccc(C(CC(=O)Nc2ccc(C)cc2)NC(=O)C(F)(F)F)cc1` (stereo not drawn) gave ERK EGF block 5%.

4 neighbouring entries from above, for reference:
`Cc1cccc(N)c1-c1c(C)cccc1N` gave ERK EGF block -15%.
For CCC(C)c1ccc(NC(=S)Nc2ccc(OC)cc2C)cc1 (stereo not drawn) the results were ERK EGF block 0%.
Screening O=C1N/C(=C/c2ccc(N3CCCC3)cc2)C(=O)N1c1ccccc1 returned ERK EGF block -1%.
`CC(C)(C)C(=O)Nc1ccc(C(=O)NNC(=O)c2ccccc2)cc1` gave ERK EGF block 1%.

Later entries
`O=C(NCc1cccs1)c1cc(-c2ccccc2)nc2ccccc12` gave ERK EGF block inconclusive.
`COc1ccc(-c2nnc3ccc(SCC(=O)Nc4nccs4)nn23)cc1OC` gave ERK EGF block 2%.
Screening O=c1[nH]c(SCc2nc3ccccc3c(=O)n2-c2ccccc2C(F)(F)F)nc2ccccc12 returned ERK EGF block 2%.
Screening CCOc1ccc(S(=O)(=O)N(C)c2ccc(OCC(=O)NCC3CCCO3)cc2)cc1 (stereo not drawn) returned ERK EGF block 17%.
OCCC1CN(Cc2ccc3nsnc3c2)CCN1CCc1ccccc1 (stereo not drawn) was read as ERK EGF block 5%.
`Nc1no[n+]([O-])c1-c1ccccc1` gave ERK EGF block -6%.
For CC(=O)Nc1ccc(C=C(C(C)=O)C(C)=O)cc1 the results were ERK EGF block -12%[57.5 µM].
`O=C(N/N=C/c1coc2ccccc2c1=O)c1ccccc1` gave ERK EGF block 2%.
`O=C(O)c1cc([N+](=O)[O-])ccc1NCCO` gave ERK EGF block 1%.
Cc1ccc2nsnc2c1S(=O)(=O)N1CCCC1C(=O)O (stereo not drawn) was read as ERK EGF block -6%.

6 entries picked at random from the list so far:
For COc1ccc(C(=O)N2CCC3(CCN(Cc4ccccc4OC)CC3)CC2)cc1 the results were ERK EGF block 6%.
N#C/C(=C\c1ccc(Cl)c([N+](=O)[O-])c1)c1ccccn1 was read as ERK EGF block inconclusive.
`COc1ccc(-c2nnc3ccc(SCC(=O)Nc4nccs4)nn23)cc1OC` gave ERK EGF block 2%.
`CCOC(=O)CN1N=C(c2ccc(Cl)s2)CSC1=O` gave ERK EGF block 2%.
`O=C(NCc1cccs1)c1cc(-c2ccccc2)nc2ccccc12` gave ERK EGF block inconclusive.
Cn1nc([N+](=O)[O-])nc1N1CCOCC1 was read as ERK EGF block 0%.

Additional records.
For O=C(Cc1ccc2c(c1)OCCO2)N1CCN(S(=O)(=O)c2ccccc2C(F)(F)F)CC1 the results were ERK EGF block 2%.
CCNc1nc(NCC)n2c(SCC(=O)Nc3ccccc3[N+](=O)[O-])nnc2n1 was read as ERK EGF block 2%.
CCN(CC(=O)Nc1cc(OC)ccc1OC)Cc1nc2ccccc2c(=O)[nH]1 was read as ERK EGF block -1%.
For O=C(c1ccc(=O)[nH]n1)N1CCc2ccccc2C1 the results were ERK EGF block -5%[57.5 µM].
Screening O=C(COC(=O)/C=C/c1ccccc1)NCc1ccc(Cl)cc1 returned ERK EGF block -6%.
For Cn1cccc1Cc1nnc(SCC(N)=O)n1CCc1ccccc1 the results were ERK EGF block 2%.
`Cc1c(NC(=S)NC(=O)c2cc3ccccc3o2)c(=O)n(-c2ccccc2)n1C` gave ERK EGF block 4%.
Cc1ccc2[nH]c(=O)c(CN(C(=O)c3cccs3)c3ccccc3)cc2c1 was read as ERK EGF block inconclusive.
`C#CCOCCOCCOCCNc1nc(N2CCOCC2)nc(N2CCN(C(=O)[C@H](Cc3ccc(O)cc3)n3cc([C@@H](N)C(C)CC)nn3)CC2)n1` (stereo partly drawn) gave ERK EGF block -13%[57.5 µM].
CC1=NN(c2ccc([N+](=O)[O-])cc2)C(c2ccccc2)C1 (stereo not drawn) was read as ERK EGF block 3%.
For CN1C/C(=N\S(=O)(=O)c2ccccc2)N(C)C1=O the results were ERK EGF block 12%.
For CN(C)c1ccc(P(=O)(CC(=O)N/N=C/c2ccc(C#N)cc2)OCCCl)cc1 (stereo not drawn) the results were ERK EGF block -1%.
Screening COC(=O)N1CCC2(CCCN(Cc3cc(C(F)(F)F)cc(C(F)(F)F)c3)C2)CC1 returned ERK EGF block -5%.
For CCOc1[nH]n(-c2ccccc2)c(=O)c1C=NCc1ccncc1 the results were ERK EGF block -2%.
CCN(CC)C(=O)/C(=C\c1cccc([N+](=O)[O-])c1)NC(=O)c1ccco1 was read as ERK EGF block 5%.
Cc1ccc(C)c2nc(Cl)c(C3NC(=O)c4ccccc4N3)cc12 (stereo not drawn) was read as ERK EGF block -12%.
Screening COC(=O)C1=C(C)NC(=O)NC1c1ccco1 (stereo not drawn) returned ERK EGF block 8%.
`COC(=O)C(NC(=O)CNS(=O)(=O)c1ccc(Br)cc1)c1ccccc1` (stereo not drawn) gave ERK EGF block -7%.
`CCN1CCCC1Cn1c(-c2ccccc2)nc2c(N3CCOCC3)nc(C)nc21` (stereo not drawn) gave ERK EGF block -2%.
`O=C(Oc1ccc(O)cc1)C12CC3CC(CC(C3)C1)C2` gave ERK EGF block -14%.
`COc1cc2c(c3oc(-c4ccccc4)cc(=O)c13)C=CC(C)(C)O2` gave ERK EGF block -17%[57.5 µM].
`O=C(COc1cccc(Cl)c1)Nc1cc(S(=O)(=O)N2CCOCC2)ccc1N1CCOCC1` gave ERK EGF block -8%[57.5 µM].
`CNC(=O)NNC(=O)c1csc(-c2ccc(C(F)(F)F)cc2Cl)n1` gave ERK EGF block 2%[57.5 µM].
For COc1cccc(CC(=O)NNC(=O)c2c(-c3ccccc3)noc2C)c1 the results were ERK EGF block -5%[57.5 µM].
For CCN(CC)S(=O)(=O)c1ccc(N2CCCC2)c(NC(=O)c2ccncc2)c1 the results were ERK EGF block 13%[57.5 µM].
`O=C(Nc1ccccc1-c1ccccc1)C1CCCCC1` gave ERK EGF block -5%.
`CN1CCN(C(=O)/C=C\C(=O)O)CC1` gave ERK EGF block 8%.
CCC(=O)N1CCc2cc(S(=O)(=O)NC(Cc3ccccc3)C(=O)Nc3nccs3)ccc21 (stereo not drawn) was read as ERK EGF block -10%.
For CCOC(=O)c1nn(-c2cccc(Cl)c2)c2nc(Nc3ccccc3)cc(=O)n12 the results were ERK EGF block -3%.
Screening O=C(Cc1ccc(S(=O)(=O)N2CCOCC2)s1)Nc1ccc(N2CCOCC2)cc1 returned ERK EGF block -5%.
C/C(=C\c1ccccc1)CN1CCC(C(=O)N2CCC(C)CC2)CC1 was read as ERK EGF block 2%.
`COc1ccc(NC(=O)c2ccc3c(c2)n(C)c(=O)n3C)cc1` gave ERK EGF block 1%.
For O=C(O)Cn1cc(/C=C2/SC(=O)N(CC(=O)N3CCCCCC3)C2=O)c2ccccc21 the results were ERK EGF block 10%[57.5 µM].
Screening O=C(Nc1cccc(S(=O)(=O)N2CCOCC2)c1)c1cn(-c2ccccc2)nc1-c1ccc(F)cc1 returned ERK EGF block -5%.
Screening Cc1c(NC(=O)C(=O)/C=C(\O)c2ccc(Cl)cc2)c(=O)n(-c2ccccc2)n1C returned ERK EGF block -1%.
Screening COc1ccc(NC(=O)CSc2nnnn2C2CCCC2)cc1 returned ERK EGF block -1%.
For COc1cccc(OC)c1C(=O)NC(=S)Nc1cc(-c2nc3ccccc3[nH]2)ccc1Cl the results were ERK EGF block 3%.
COc1cc([N+](=O)[O-])ccc1Nc1nc(C)cc(C)n1 was read as ERK EGF block -25%.
